TGFb SMAD3 inh: qHTS for Inhibitors of TGF-b; HepG2 CAGA-GFP TGF-b/SMAD3 reporter, GFP fluorescence, 18 h; TGF-beta stimulated, 500 pg/mL final; Potency, µM (series often up to 46.1 µM), for inactives: at the top dose activity, negative = inhibition, actives largely listed as inhibitors; hit rate 1.2% among 410,000; further: potency means the concentration at half of the fitted maximal effect; on the % scale 0 is the no-effect control and ±100 the full control effect; nearly all actives have a fitted effect of over 65% in size
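Read-out: total well GFP (ex488/em500-530) summed from mean per-cell fluorescence. Cells: HEPG2 CAGA-GFP, 1% FBS DMEM, 18 h at 37 degrees C with 500 pg/mL final TGF-beta. Unstimulated wells served as the full-inhibition control; stimulated DMSO wells = 0%.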
ATXN2 expr inh: Primary qHTS for Inhibitors of ATXN expression; HEK-293 ATXN2-luciferase reporter, luminescence, 24 h; Potency, µM (highest dose often 57 µM), inactives show at the highest dose activity change, negative = inhibition, most hits filed as inhibitors; hit rate 0.72% among 360,000; further: potency means the concentration at half of the fitted maximal effect; on the % scale 0 is the no-effect control and ±100 the full control effect; nearly all actives have a fitted effect of over 55% in size
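qHTS (up to 57 uM final) was run with 24 h compound exposure of reporter cells at 37 °C. Each well was multiplexed: SteadyGlo luminescence measured ATXN2-luciferase expression after a fluorogenic Gly-Phe-AFC viability readout (25 uM final).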
EPAC2 agonist: qHTS for Agonist of cAMP-regulated guanine nucleotide exchange factor 4 (EPAC2): primary screen | hit rate 0.079% among 360,000 | Potency, µM (titrated, usually from 154 µM), for the others: at the highest dose activation, actives largely listed as activators | AID 720711, 2013 | Rap guanine nucleotide exchange factor 4 (Homo sapiens), Q8WZA2 | EPAC2 activation, biochemical qHTS; response scale: 100% = 6.5 mM cAMP response; further: potency means the concentration at half of the fitted maximal effect; nearly all actives have a fitted effect of over 50% in size
Target sequence (Q8WZA2 whole entry, looked up): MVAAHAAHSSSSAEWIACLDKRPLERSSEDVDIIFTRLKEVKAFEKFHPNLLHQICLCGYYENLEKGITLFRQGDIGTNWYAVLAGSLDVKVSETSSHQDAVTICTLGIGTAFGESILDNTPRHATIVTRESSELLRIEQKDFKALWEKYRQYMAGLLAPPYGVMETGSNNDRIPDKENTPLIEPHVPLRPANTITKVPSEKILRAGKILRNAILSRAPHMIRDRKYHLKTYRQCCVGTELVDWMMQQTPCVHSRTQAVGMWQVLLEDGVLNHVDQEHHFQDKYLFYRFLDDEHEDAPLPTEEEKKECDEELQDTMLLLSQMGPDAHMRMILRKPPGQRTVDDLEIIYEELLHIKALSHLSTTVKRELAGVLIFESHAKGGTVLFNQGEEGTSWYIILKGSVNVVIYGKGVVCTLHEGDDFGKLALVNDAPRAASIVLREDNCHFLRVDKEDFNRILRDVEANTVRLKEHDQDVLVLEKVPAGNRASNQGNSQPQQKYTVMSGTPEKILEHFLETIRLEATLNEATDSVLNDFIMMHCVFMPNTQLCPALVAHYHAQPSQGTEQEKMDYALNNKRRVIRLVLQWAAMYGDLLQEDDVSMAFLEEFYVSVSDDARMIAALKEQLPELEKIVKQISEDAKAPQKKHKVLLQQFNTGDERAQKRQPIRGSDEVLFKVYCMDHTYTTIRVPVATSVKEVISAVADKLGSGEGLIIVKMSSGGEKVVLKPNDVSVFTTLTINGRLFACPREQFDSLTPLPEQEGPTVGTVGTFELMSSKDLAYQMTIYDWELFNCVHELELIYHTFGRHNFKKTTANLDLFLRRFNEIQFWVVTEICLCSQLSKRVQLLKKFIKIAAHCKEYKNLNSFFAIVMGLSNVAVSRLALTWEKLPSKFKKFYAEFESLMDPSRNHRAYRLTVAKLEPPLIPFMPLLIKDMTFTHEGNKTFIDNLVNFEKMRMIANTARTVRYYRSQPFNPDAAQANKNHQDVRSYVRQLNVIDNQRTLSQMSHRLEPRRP
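Compounds were titrated in qHTS against a Rap1B-BODIPY-GDP (250 nM) complex with EPAC2 (100 nM) and GDP (50 uM). BODIPY-GDP release tracked at 480/540 nm over 30 min at room temperature, normalized to 6.5 mM cAMP.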
A549 tox: Nrf2 qHTS screen for inhibitors: counterscreen for cytotoxicity | Potency, µM (highest dose often 46 µM), inactives show at the highest dose activity change, negative = cytotoxicity, actives largely listed as inhibitors | A549 ARE-Fluc cells, CellTiter-Fluor viability, 18-24 h | hit rate 0.16% among 390,000 | AID 504648, 2011; further: potency means the concentration at half of the fitted maximal effect; on the % scale 0 is the no-effect control and ±100 the full control effect
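Cytotoxicity counterscreen: CellTiter-Fluor fluorescence was measured in A549 ARE_Fluc cells after 18-24 h of compound exposure in a concentration series. The subsequent BugLite luminescent read reports ARE-luciferase activity.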
Nrf2 inh: Nrf2 qHTS screen for inhibitors; A549 ARE-Fluc reporter, luciferase luminescence, 18-24 h; AID 504444, 2011; hit rate 2.1% among 360,000; Potency, µM (titrated, usually from 46 µM), without a hit: top-dose activity change, negative = inhibition, hits mostly inhibitors; further: potency means the concentration at half of the fitted maximal effect; on the % scale 0 is the no-effect control and ±100 the full control effect; nearly all actives have a fitted effect of over 60% in size
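A549 ARE_Fluc cells, 5000/well, 5% FBS OPTI-MEM; compounds in dose-response, 18-24 h at 37 °C/5% CO2; CellTiter-Fluor viability read (Ex 405/Em 525), then BugLite luciferase luminescence = Nrf2 activity.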
IL-2 act: qHTS of IL-2 Activators; IL-2 activation reporter assay, cell-based qHTS; stimulated with anti-CD3/CD4/CD28 beads; in transgenic mouse T cells; activation, % (series mostly up to about 46 µM); hit rate 0.065% among 360,000; AID 652025, 2013; in the data active means activation above about 50%; inconclusive means mostly about 30% to 49%; further: 0% is about no effect
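Using fluorescent plate cytometry, EGFP and DsRed are detected in transgenic mouse T cells stimulated 18 h at 37 degrees C with antibody-coated beads after 60 min compound pretreatment.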
Nrf2 activator: qHTS of Nrf2 Activators; Potency, µM (highest dose often 46.1 µM), for inactives: at the highest dose activation, actives largely listed as activators; hit rate 0.31% among 410,000; AREc32 ARE-luciferase reporter (MCF7-derived line), luminescence, 24 h; further: potency means the concentration at half of the fitted maximal effect; % of control where 0% means no effect; nearly all actives have a fitted effect of over 65% in size
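Cells of the AREc32 ARE-luciferase line are plated in OPTI-MEM containing 5% FBS and left overnight at 37 deg C. Compounds are pinned in, incubation continues 24 hr, and firefly luciferase signal is then measured.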
HepG2 viability: qHTS for Inhibitors of TGF-b: Cytotox Counterscreen | HepG2 CAGA-GFP viability, ATP luminescence, 18 h | Potency, µM (highest dose often 46.1 µM), for the others: at the highest dose activity change, negative = cytotoxicity, usual class: cytotoxic | hit rate 0.76% among 410,000; further: potency means the concentration at half of the fitted maximal effect; some results filed as inactive show a strong effect at the top dose
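HepG2 CAGA-GFP cells (1000/well, DMEM with 1% FBS) received compound, then TGF-beta at 500 pg/mL final, and were incubated 18 hours at 37 degrees C. Viability was read by CellTiter-Glo luminescence. Media-only wells were set as complete cell-killing and DMSO as no toxicity.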
ATXN viability: Viability Counterscreen for Primary qHTS for Inhibitors of ATXN expression. S2 cells (HEK-293 line with an ATXN2-luciferase reporter) viability, CellTiter-Fluor protease fluorescence, 24 h. Potency, µM (series often up to 56.7 µM), usual class: cytotoxic. hit rate 0.49% among 400,000; further: potency means the concentration at half of the fitted maximal effect; nearly all actives have a fitted effect of over 40% in size
An asterisk follows results filed as active; i = inactive; ? = inconclusive; · = no result given; & = joins results of further samples; [ ] = another dose, or the depositor's remark. Unless noted, the call rests on the fitted dose curve; in most records, active means well fitted curve in the direction sought with a large enough effect; inconclusive means small, poorly fitted or top-dose-only effect, or another doubt; inactive means no such curve, though single readings can be large; an effect the other way counts as inactive or inconclusive. The order is random (roughly 4.3% active in at least one column).

no.	SMILES	A549 tox	Nrf2 activator	ATXN2 expr inh	EPAC2 agonist	ATXN viability
1	CCN1CCOC(CC(=O)Nc2ccc([N+](=O)[O-])cc2)C1=O (centres undefined)	0%	0.1%	23%	2%	i
2	CCC(C(=O)NCc1ccco1)n1nc(-c2ccc(OC)cc2)ccc1=O (centres undefined)	-5%	2.9%	7%	-6%	i
3	CC(=O)c1cccc(NC(=O)CN2C(=O)COc3ccc(Cl)cc32)c1	0%	4.2%	-7%	1%	i
4	Cc1ccnc(NS(=O)(=O)c2ccc(NC(=O)c3ccc(Br)o3)cc2)n1	-2%	0.3%	-18%	7%	i
5	CCOc1ccc(NC(=O)CSc2nc3ccccc3c(=O)n2Cc2cccs2)cc1	-10%	2.4%	-5%	3%	i
6	CCc1ccccc1NC(=O)N1CC(CC)Oc2ccc(Cl)cc21 (centres undefined)	2%	0.2%	·	·	·
7	Cc1ccc(-c2cn(-c3ccccc3)c(SCC(=O)NC3CCS(=O)(=O)C3)n2)cc1C (centres undefined)	11%	5.5%	63%[activator]	11%	i
8	Cc1sc(N/N=C/c2cccnc2)nc1-c1ccccc1	-20%	11%	20%	12%	i
9	Fc1ccc(-n2c(Cc3cccs3)n[nH]c2=S)cc1Cl	1%	-0.5%	0%	0%	i
10	O=C1CCC(CCc2nc3ccccc3[nH]2)(c2ccccc2)C(=O)N1 (centres undefined)	0%	-0.8%	-16%	-3%	?

no.	TGFb SMAD3 inh	HepG2 viability	Nrf2 inh	IL-2 act
1	0%	20µM*	1%	-5.1
2	-13%	11%	10%	1.1
3	-1%	0%	?	-0.2
4	1%	10%	14%	-2.1
5	9%	-20%	-12%	-3.8
6	-38%	-62%	?	·
7	0%	2%	23%	0.0
8	-22%	-30%	?	-1.5
9	-23%	-5%	0%	1.9
10	1%	4%	-1%	-4.3

Other records follow:
no.	SMILES	A549 tox	Nrf2 activator	ATXN2 expr inh	EPAC2 agonist	ATXN viability
11	Cc1ccc(S(=O)(=O)N2CCOCC2)cc1C(=O)NC1CCCCC1	4%	2.3%	1%	8%	i
12	COc1c(C=O)c(CCN(C)C(=O)c2ccc(F)cc2)cc2c1OCO2	0%	-0.7%	-8%	9%	?
13	CCCn1c(SCC(=O)Nc2cc(S(=O)(=O)N3CCCCC3)ccc2C)n[nH]c1=O	0%	-0.8%	-20%	9%	i
14	COc1cc(C(=O)N2CCN(c3ccccc3Cl)CC2)ccc1OCC(=O)N1CCOCC1	0%	0.0%	·	0%	?
15	Cc1ccc(C)n1-c1ccc(C(=O)NCC2CCCO2)cc1 (centres undefined)	-2%	10%	12%	-5%	i
16	COc1ccc(-c2nc(SC(C)C(=O)c3c(N)n(C)c(=O)n(C)c3=O)n[nH]2)cc1 (centres undefined)	1%	-0.3%	·	-6%	?
17	O=C(CSc1nnnn1C1CCCCC1)Nc1ccc2c(c1)OCO2	-2%	0.1%	8%	6%	?
18	CCCCCCCNC(=O)C1(CC2CC(c3ccc(Cl)cc3)=NO2)CCN(C(=O)C2(C)CC2)CC1 (centres undefined)	?	-0.6%	?	-9%	?
19	Clc1ccc(OCc2nnc(SCc3nc4ccccc4[nH]3)n2Cc2ccco2)cc1	?	3.1%	-16%	23%	i
20	COc1cc(Cl)c(C)cc1NC(=O)Cn1ncc2c3ccccc3n(Cc3ccccc3)c2c1=O	1%	0.6%	1%	·	i

no.	TGFb SMAD3 inh	HepG2 viability	Nrf2 inh	IL-2 act
11	-20%	-14%	·	-1.3
12	-4%	-6%	0%	0.2
13	2%	4%	16%	0.1
14	-16%	-2%	-7%	1.1
15	1%	-19%	1%	-0.7
16	6%	-12%	12%	0.5
17	-5%	-4%	-2%	0.6
18	?	-19%	?	-0.7
19	?	-28%	18µM*	-3.1
20	-1%	2%	3%	·

Other structures:
no.	SMILES	A549 tox	Nrf2 activator	ATXN2 expr inh	EPAC2 agonist	ATXN viability
21	CC(C)CCNC(=O)CCC(=O)NNc1nc2ccccc2c2nc(-c3ccccc3)nn12	18%&-9%	6.4%&1.8%	4%&-9%	-11%	i
22	Fc1ccc(C2CC(c3ccccc3)n3ncnc3N2)cc1 (centres undefined)	-2%	0.4%	2%	-9%	?
23	CCOc1ccc(C2/C(=C(/O)c3ccc(OC)cc3)C(=O)C(=O)N2c2cc(C)on2)cc1OC (centres undefined)	-17%	3.1%	-17%	0%	i
24	CCC(C(=O)NCCc1ccc(C)cc1)n1nc(C)c2c(C)n(-c3ccccc3)nc2c1=O (centres undefined)	-18%	-0.6%	-9%	-5%	i
25	O=C(Nc1cc(C(F)(F)F)ccc1N1CCCC1)C1=COCCO1	1%	0.0%	-8%	-11%	i
26	Cc1cnc(CNC(=O)c2ccc3nc([C@@H]4O[C@H](CO)[C@H](O)[C@H](O)[C@H]4O)[nH]c3c2)cn1	·	0.6%	5%	9%	i
27	Clc1cccc(-c2nc3ccc(Br)cn3c2Cc2ccsc2)c1	·	?	58%[activator]	7%	?
28	C/C(=N\NC(=O)c1ccccc1)c1nc2ccccc2n1C	1%	-0.1%	0%	6%	i
29	N#Cc1nc(-c2ccco2)oc1N1CCC(Cc2ccccc2)CC1	-5%	1.9%	-9%	9%	i
30	O=C(CN1C(=O)CSc2ccccc21)N/N=C/c1ccco1	-14%	0.6%	-2%	7%	?

no.	TGFb SMAD3 inh	HepG2 viability	Nrf2 inh	IL-2 act
21	-27%&3%	-32%&-19%	?	-2.0
22	?	-7%	·	0.2
23	4%	1%	-25%	-1.5
24	-3%	-4%	16µM*	-1.1
25	11%	-4%	-24%	-0.4
26	-6%	4%	·	0.7
27	?	-15%	·	-0.8
28	-2%	2%	-12%	0.2
29	?	-27%	-23%	-0.4
30	-3%	22%	-8%	0.1

Following part.
no.	SMILES	A549 tox	Nrf2 activator	ATXN2 expr inh	EPAC2 agonist	ATXN viability
31	C1CSC2(N1)C1CC3CC(C1)CC2C3 (centres undefined)	-3%	-0.4%	3%	-2%	i
32	CC(C)(C)c1ccc(-c2cc(N)n[nH]2)cc1	11%	-1.7%	-18%	-19%	i
33	CCCOC(=O)C1=C(C)N(C)C(=O)NC1c1cc2c(cc1[N+](=O)[O-])OCO2 (centres undefined)	-8%	3.7%	-10%	0%	i
34	CSCCC(NC(=O)c1ccc(Cl)cc1Cl)C(=O)N1CCCCCCC1 (centres undefined)	-1%	-0.3%	-18%	10%	i
35	CCC(=O)OCC(=O)N=c1sccn1Cc1ccccc1Cl	1%	0.0%	0%	4%	i
36	CCOP(=O)(OCC)C(C)(C)NC(=O)c1cc([N+](=O)[O-])cc([N+](=O)[O-])c1	·	-0.6%	-8%	12%	i
37	CC(C)Cc1cc(CNC(=O)C2CCC(=O)N(Cc3cccc(C(F)(F)F)c3)C2)on1 (centres undefined)	-9%	-0.2%	6%	-7%	i
38	Cc1ccc(-n2c(CSc3nc(C)cc(C)n3)nnc2SCC(=O)Nc2nccs2)cc1	1%	-0.9%	-6%	11%	i
39	Cc1cc(NC(=O)C2CC(c3ccccc3Cl)=NO2)no1 (centres undefined)	0%	-0.3%	2%	-2%	i
40	Cc1ccc(C)c(N2CCN(C(=O)c3cc4sccc4n3C)CC2)c1	-7%	-0.4%	13%	1%	i

no.	TGFb SMAD3 inh	HepG2 viability	Nrf2 inh	IL-2 act
31	3%	24%	6%	-0.4
32	-11%	0%	?	-1.3
33	-15%	-21%	-16%	-0.7
34	-9%	-73%	-8%	-5.9
35	-6%	-6%	8%	3.3
36	0%	3%	8%	-2.9
37	-2%	13%	16%	-0.5
38	4%	0%	?	-3.2
39	3%	3%	2%	-1.6
40	?	-7%	·	7.7

Arranged by number of heavy atoms (descending): part of the list above
no.	SMILES	A549 tox	Nrf2 activator	ATXN2 expr inh	EPAC2 agonist	ATXN viability
3	CC(=O)c1cccc(NC(=O)CN2C(=O)COc3ccc(Cl)cc32)c1	0%	4.2%	-7%	1%	i
30	O=C(CN1C(=O)CSc2ccccc21)N/N=C/c1ccco1	-14%	0.6%	-2%	7%	?
9	Fc1ccc(-n2c(Cc3cccs3)n[nH]c2=S)cc1Cl	1%	-0.5%	0%	0%	i
32	CC(C)(C)c1ccc(-c2cc(N)n[nH]2)cc1	11%	-1.7%	-18%	-19%	i

no.	TGFb SMAD3 inh	HepG2 viability	Nrf2 inh	IL-2 act
3	-1%	0%	?	-0.2
30	-3%	22%	-8%	0.1
9	-23%	-5%	0%	1.9
32	-11%	0%	?	-1.3

Further results:
no.	SMILES	A549 tox	Nrf2 activator	ATXN2 expr inh	EPAC2 agonist	ATXN viability
41	Brc1ccccc1C1CC(c2ccccc2)=Nc2ccccc2N1 (centres undefined)	-10%	23%	11%	19%	·
42	O=C(CN1CCC(N2CCCCC2)CC1)N1CCCc2ccccc21	?	-0.9%	-1%	13%	i
43	O=S(=O)(Nc1ccc(S(=O)(=O)Nc2nccs2)cc1)c1ccc2c(c1)OCCO2	·	-0.5%	29%	16%	i
44	COc1cccc(C2=NN(C(=O)c3ccccc3)C(O)(C(F)(F)F)C2)c1 (centres undefined)	0%	4.1%	-2%	18%	?
45	Cn1c(SCC(=O)NC(=O)NCc2ccco2)nnc1-c1ccccc1	28%	0.0%	13%	7%	i

no.	TGFb SMAD3 inh	HepG2 viability	Nrf2 inh	IL-2 act
41	-23%	-30%	?	-3.7
42	-22%	-2%	?	1.0
43	?	-19%	-19%	-0.4
44	-13%	-25%	-6%	-1.7
45	-8%	-6%	·	-1.8

Source: PubChem BioAssay
